Screening results (PubChem BioAssay)
Tb PFK inh – inhibitors of T. brucei phosphofructokinase | hit rate 0.17% among 330,000 | T. brucei PFK, ADP-Glo luminescence | O15648 | Potency, µM (highest dose often 57.5 µM), without a hit: at the highest dose activity, negative = inhibition, usual class: inhibitors;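 also: potency is read from the fitted curve at half-maximal effect; 0% = uninhibited 1x PFK enzyme wells and -100% = no-enzyme wells; nearly all actives have a fitted effect of over 60% in size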
Target sequence (O15648 whole entry, looked up): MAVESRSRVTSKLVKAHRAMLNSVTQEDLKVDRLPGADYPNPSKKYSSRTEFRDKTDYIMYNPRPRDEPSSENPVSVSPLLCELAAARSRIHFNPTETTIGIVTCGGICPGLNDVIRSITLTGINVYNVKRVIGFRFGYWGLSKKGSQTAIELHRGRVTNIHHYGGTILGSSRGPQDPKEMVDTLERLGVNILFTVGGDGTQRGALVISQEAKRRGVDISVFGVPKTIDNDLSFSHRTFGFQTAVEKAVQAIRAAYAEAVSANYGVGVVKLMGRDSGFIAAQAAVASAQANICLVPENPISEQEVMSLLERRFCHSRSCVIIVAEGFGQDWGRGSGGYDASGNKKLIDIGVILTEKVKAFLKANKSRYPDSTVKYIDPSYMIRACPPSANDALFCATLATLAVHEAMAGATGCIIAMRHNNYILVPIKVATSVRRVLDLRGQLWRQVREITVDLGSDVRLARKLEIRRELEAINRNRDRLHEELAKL
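Luminescent ADP detection (ADP-Glo, two-step: ATP depletion then ADP-to-ATP conversion for luciferase) reported PFK activity after 45 min room-temperature reaction of 1.25 nM enzyme with 0.5 mM F6P and 0.1 mM ATP at pH 8.0.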
RORgamma inh – ROR gamma (mouse) transcription inhibition; Potency, µM (doses to about 53.6 µM), without a hit: at the top dose activity change, negative = inhibition, hits mostly inhibitors; hit rate 5.4% among 310,000; P51450; Drosophila S2 Gal4-RORgamma UAS-luciferase reporter, 20 h; AID 2551; also: potency is read from the fitted curve at half-maximal effect; % is scaled to controls: 0 for no effect and ±100 for the full control effect; nearly all actives have a fitted effect of over 60% in size
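Stable Schneider cell line, Gal4 DNA-binding domain fused to ROR gamma, UAS-luciferase. Cmpd 1 hr RT → CuSO4 700 uM final → 20 hr RT → luciferase reagent 10 min → luminescence.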
ELG1 DNA repair – blocks ELG1-dependent DNA repair in HEK293T cells. HEK293T ELG1-luciferase reporter, luminescence, 16 h; DNA damage induced by 5-fluorouridine. Potency, µM (highest dose often 46.1 µM), inactives show at the top dose activity change, negative = inhibition, hits mostly inhibitors. hit rate 2.3% among 330,000. AID 504467; also: potency is read from the fitted curve at half-maximal effect; % is scaled to controls: 0 for no effect and ±100 for the full control effect; nearly all actives have a fitted effect of over 55% in size
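Quantitative HTS, concentration-response format. 2,000 cells/well co-treated with 5-fluorouridine and compound, 16 hr in 5% CO2 at 37 °C; ONE-Glo luminescence read after 30 min.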
Rab9 promoter act – activates the Rab9 promoter; Huh7 Rab9 promoter-luciferase reporter, luminescence, 24 h; Potency, µM (doses to about 9.22 µM), inactives show at the top dose activation, negative = inhibition, most hits filed as activators; hit rate 2.8% among 320,000; AID 485297; also: potency is read from the fitted curve at half-maximal effect; % of control where 0% means no effect; nearly all actives have a fitted effect of over 60% in size
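Rab9 promoter-driven luciferase in stably transfected Huh7 cells; 1500 cells/well rested 2 h, exposed to compound in DMSO for 24 h at 37 °C, 5% CO2. Luminescence read 10 min after adding luciferase reagent at ambient temperature.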
FLuc counter – firefly luciferase modulation, counter-screen for miR-21 project; AID 588342; hit rate 6.9% among 360,000; Potency, µM (series often up to 57.5 µM), inactives show at the highest dose activity change, negative = inhibition, actives largely listed as inhibitors; P08659; purified FLuc, Km substrates, luminescence inhibition;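 also: potency is read from the fitted curve at half-maximal effect; plate controls were vehicle for no effect and reference inhibitor for full effect; nearly all actives have a fitted effect of over 55% in size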
Target sequence (P08659 whole entry, looked up): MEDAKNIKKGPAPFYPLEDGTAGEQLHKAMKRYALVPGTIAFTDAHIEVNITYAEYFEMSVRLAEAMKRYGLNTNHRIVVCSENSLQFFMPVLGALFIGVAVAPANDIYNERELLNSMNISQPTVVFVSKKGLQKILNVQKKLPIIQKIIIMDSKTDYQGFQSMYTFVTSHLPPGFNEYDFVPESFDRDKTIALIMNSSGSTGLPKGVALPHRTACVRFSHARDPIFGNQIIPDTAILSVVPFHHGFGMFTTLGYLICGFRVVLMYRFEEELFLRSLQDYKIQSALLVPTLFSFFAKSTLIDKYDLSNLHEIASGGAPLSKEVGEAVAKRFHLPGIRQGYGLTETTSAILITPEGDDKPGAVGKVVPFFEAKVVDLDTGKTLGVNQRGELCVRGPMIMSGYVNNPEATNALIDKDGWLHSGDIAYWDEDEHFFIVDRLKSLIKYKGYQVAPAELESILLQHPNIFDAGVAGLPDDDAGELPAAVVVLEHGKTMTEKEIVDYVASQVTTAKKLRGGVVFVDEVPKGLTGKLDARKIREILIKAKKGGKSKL
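Biochemical qHTS of compounds, final roughly 60 µM downward over six points, against 10 nM purified firefly luciferase using Km concentrations of substrates (10 uM D-luciferin, 10 uM ATP) in Tris acetate pH 7.5 buffer; luminescence output.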
BRCA1 expr up – BRCA1 expression activation. Potency, µM (titrated, usually from 46.1 µM), for inactives: at the top dose activation, usual class: activators. hit rate 1.1% among 380,000. MCF7-BRCA1-FFLuc reporter, luminescence, 48 h; response scale: scaled: vehicle 0%, 10 µM genistein 100%; also: potency is read from the fitted curve at half-maximal effect; nearly all actives have a fitted effect of over 80% in size; some results filed as inactive show a strong effect at the top dose
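Compounds are tested at multiple concentrations on MCF7 BRCA1-luciferase reporter cells seeded at 2000 per well; after 48 h, a single luminescence end-point is taken and curves fitted to the normalized data.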
Gal4-VP16 FLuc – Gal4-VP16 reporter inhibition counter-screen | Drosophila S2 Gal4-VP16 UAS-luciferase, luminescence, 20 h | Potency, µM (top dose mostly 53.6 µM), without a hit: at the highest dose activity, negative = inhibition, usual class: inhibitors | hit rate 3.5% among 310,000 | AID 2546;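 also: Gal4-VP16 expression switched on by copper sulfate through the metallothionein promoter; potency is read from the fitted curve at half-maximal effect; % is scaled to controls: 0 for no effect and ±100 for the full control effect; nearly all actives have a fitted effect of over 50% in size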
p53 reactivator – restores transcriptional activity of mutant p53 | H1299 p53-A138V BP100-luciferase reporter, luminescence, 24 h | Potency, µM (top dose mostly 92.2 µM), for inactives: top-dose activity change, positive = activation, most hits filed as activators | hit rate 0.063% among 320,000; also: potency is read from the fitted curve at half-maximal effect; % of control where 0% means no effect; nearly all actives have a fitted effect of over 45% in size
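p53-null H1299 cells stably carrying temperature-sensitive p53-A138V and a BP100-luciferase reporter were pinned with compounds (4-point, 1:5 series) and held 24 hrs at 37 deg C. Luminescence was read 10 min after detection reagent.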
TRPV1 agonist – agonists of human vanilloid receptor 1 (TRPV1). Q8NER1. TRPV1-expressing cells, Fluo-8 calcium influx, agonist mode. activation, % at 8.33 µM. hit rate 0.19% among 320,000. AID 540275; in the data active = activation above about 80%; inconclusive = between about 30% and that limit; also: 0% is about no effect
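TRPV1-expressing cells were cultured overnight at 35.5C and loaded with Fluo-8 calcium dye for 40 to 90 min at room temperature. After a 10 s baseline, compound was added and calcium influx was read kinetically for 3 min (ex 480/em 520 nm).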
NPC1 promoter act – activates the NPC1 promoter; Huh7 NPC1 promoter luciferase reporter, 24 h; Potency, µM (doses to about 9.22 µM), inactives show at the top dose activation, actives largely listed as activators; hit rate 2.4% among 320,000;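 also: potency is read from the fitted curve at half-maximal effect; % of control where 0% means no effect; nearly all actives have a fitted effect of over 60% in size; reporter is driven by a mutant NPC1 promoter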
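Compounds in DMSO were transferred onto Huh7 NPC1-luciferase reporter cells pre-incubated 2 h; after 24 h at 37 °C, Amplite reagent was dispensed and luminescence recorded 10 min later.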
ELG1 genotoxic – induces genotoxicity in HEK293T cells with luciferase-tagged ELG1; HEK293T ELG1-luciferase reporter, luminescence, 16 h; Potency, µM (titrated, usually from 46 µM), for the others: at the highest dose activity change, positive = activation, usual class: activators; hit rate 1.3% among 330,000; also: potency is read from the fitted curve at half-maximal effect; % of control where 0% means no effect; nearly all actives have a fitted effect of over 60% in size
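16 hr compound incubation (37 °C, 5% CO2) of HEK293T cells carrying luciferase-tagged ELG1; luciferase then measured by ONE-Glo luminescence after 30 min at RT.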
Numbers without * were called inactive; ? = inconclusive; / = no result given; [ ] = dose if it differs, or a comment. Unless noted, calls follow the shape of the dose curve; as a rule, active = well fitted curve in the direction sought with a large enough effect; inconclusive = small, poorly fitted or top-dose-only effect, or another doubt; inactive = no such curve, though single readings can be large; an effect the other way counts as inactive or inconclusive. An unsorted share of the library. About 15% of those tested had a hit in this group.

#	SMILES	Tb PFK inh	FLuc counter	ELG1 DNA repair	Gal4-VP16 FLuc	NPC1 promoter act	ELG1 genotoxic	Rab9 promoter act	BRCA1 expr up	p53 reactivator	TRPV1 agonist	RORgamma inh
1	NC(=O)c1cc([N+](=O)[O-])cc2c1C=Cc1ccccc1O2	-3%	-1%	-12%	-8%	-9%	2%	-4%	-16%	13%	-2	10%
2	O=C(Nc1ccccc1Cl)c1cc[n+]([O-])cc1	-2%	0%	23%	-24%	6%	0%	3%	-1%	-7%	0	-1%
3	C[C@@H]1CC[C@]2(C(=O)O[C@@H]3O[C@H](CO)[C@@H](O)[C@H](O)[C@H]3O)CC[C@]3(C)C(=CCC4[C@@]5(C)CC[C@H](O[C@@H]6OC[C@H](O)[C@H](O[C@@H]7O[C@H](CO)[C@@H](O)[C@H](O)[C@H]7O)[C@H]6O)C(C)(C)C5CC[C@]43C)C2[C@]1(C)O (some centres not stated)	-1%	/	?	/	/	7%	/	5%	4%	/	/
4	Cn1c(=O)n(CC(N)=O)c(=O)c2c1nc(Br)n2Cc1ccccc1	-2%	2%	2%	-18%	0%	0%	0%	-3%	11%	0	20%
5	Cc1cc(C)c(NC(=O)c2ccc3c(c2)C(=O)N(Cc2cccnc2)C3=O)c(C)c1	0%	7%	0%	-12%	1%	11%	-3%	19%	-2%	8	12%
6	NC(=O)c1ccc(Nc2ccc3nonc3c2[N+](=O)[O-])cc1	0%	7%	-11%	-4%	-5%	-15%	1%	23%	-48%[inhibitor]	0	-15%
7	CN(c1ccc(C(=O)Nc2ccccc2C(F)(F)F)cc1)S(C)(=O)=O	-7%	0%	?	-3%	17%	?	2%	61%	24%	9	25%
8	Cc1ccc(-c2nn(CCC(=O)NC(C)C)c(=O)c3ccccc23)cc1	-1%	-2%	-27%	-1%	-4%	-7%	-12%	-3%	-5%	19	6%
9	COC(=O)[C@]1(Cc2ccccc2)N[C@H](CN(C)C(=O)NC(C)C)[C@@H]2C(=O)N(C)C(=O)[C@@H]21	0%	/	22%	/	/	1%	/	-3%	1%	/	/
10	Cn1c(=O)[nH]c(=O)c2c1nc1n2CC(O)CN1c1ccccc1 (configuration not stated)	-2%	-1%	12%	1%	3%	3%	1%	-18%	4%	3	-1%
11	CC12CC3(C)CC(C)(C1)CC(NC(=O)N1CCCC1)(C2)C3	-1%	10%	5%	0%	0%	-8%	1%	-34%	2%	?	?
12	O=C(COC(=O)c1cc2c(s1)CCCCC2)NC1CCS(=O)(=O)C1 (configuration not stated)	-5%	-17%	26%	/	-7%	2%	-1%	13%	15%	23	/
13	CCOC(=O)c1cc(C#N)c(SCC(N)=O)[nH]c1=O	2%	-1%	13%	-1%	1%	-1%	0%	1%	2%	-1	-20%
14	CCN(CC)c1nc2ccccc2nc1C(C#N)C(=O)NCCCOC (configuration not stated)	0%	-1%	?	8%	-3%	-8%	10%	-17%	-10%	?	1%
15	O=C(Nc1ccc(Cl)c(S(=O)(=O)N2CCOCC2)c1)c1ccc(OCC2CCCO2)cc1 (configuration not stated)	-12%	-18%	2.9µM*	?	-34%[inhibitor]	-20%	-44%[inhibitor]	-96%	-12%	11	-12%
16	CS(=O)(=O)N(CC(=O)N1CCCC1)Cc1ccc(Cl)c(Cl)c1	3%	-1%	1%	-8%	2%	-4%	6%	-5%	5%	3	24%
17	CCCCCCCOC1(c2ccccc2)OC(=O)c2ccccc21 (configuration not stated)	1%	0%	1%	12%	1%	-2%	0%	-40%	-4%	5	2%
18	CC1(C)CC(=O)C=C(c2ccc3ncccc3c2)C1	12%	-13%	-19%	/	-1%	-1%	-3%	0%	-12%	?	/
19	COc1cccc(CN2CC(C(=O)N(C)Cc3nc(C)cs3)CCC2=O)c1 (configuration not stated)	2%	1%	15%	3%	-4%	2%	-2%	8%	10%	2	-7%
20	Cc1coc2cc3oc(=O)c(CCC(=O)NCCCn4ccnc4)c(C)c3cc12	-2%	4%	0%	-5%	-34%[inhibitor]	0%	-1%	-16%	/	2	-11%
21	Cc1cc(C)cc(NC(=O)Nc2ccc3ccccc3n2)c1	1%	4%	15%	0%	1%	1%	-1%	0%	4%	0	-20%
22	Cc1cc(OCC(=O)Nc2ccc(F)c(F)c2)nc(C(C)C)n1	0%	5%	13%	16%	-1%	-1%	0%	-1%	-4%	-2	9%
23	O=C(c1cc([N+](=O)[O-])ccc1N1CCCC1)N1CCCC1	2%	4%	-3%	0%[10 µM]	-7%	-3%	-2%	-18%	-4%	2	1%
24	N=c1oc2ccc3ccccc3c2cc1C(N)=S	-1%	-2%	0%	?	-1%	0%	-5%	-69%	1%	3	6.3µM*
25	Cc1c(CC(=O)N2CCC(C(N)=O)CC2)c(=O)oc2cc3c(cc12)CCC1(CCCCC1)O3	-3%	19µM*	-27%	0%	6%	-5%	-6%	8%	-1%	12	38%
26	COc1ccc(OCCCC(=O)Nc2ncn[nH]2)cc1	1%	2%	8%	1%[10 µM]	0%	-12%	-12%	2%	-2%	1	-5%
27	COCCCNC(=O)c1cn(Cc2c(F)cccc2Cl)nn1	2%	5%	2%	4%	-3%	1%	8%	2%	2%	0	?
28	O=c1c2[nH]c3ccccc3c2ncn1CCC1=CCCCC1	0%	1%	?	-3%	2.5µM*	12%	?	34%	14%	1	44%
29	O=C(O)C1SCCN1S(=O)(=O)c1ccc(N=NN2CCOCC2)cc1 (configuration not stated)	-1%	1%	-20%	-2%	-2%	0%	-8%	0%	4%	3	2%
30	FC(F)(F)c1ccc(/C=N/N2CCN(Cc3ccccc3)CC2)cc1	1%	0%	-3%	-8%	-2%	-1%	4%	-7%	9%	0	?
31	COCCCC1CCN(Cc2nc(Cc3ccccc3Cl)no2)CC1	-5%	5%	5%	-14%	-1%	0%	-10%	6%	1%	2	31%
32	O=C(Nc1nc2ccc([N+](=O)[O-])cc2s1)c1c(F)cccc1F	3%	8.5µM*	?	-13%	23%	-1%	19%	98%	3%	5	?
33	CC1CCN(C(=O)c2[nH]cnc2C(=O)NCC(=O)OCc2ccccc2)CC1	1%	8%	?	-9%	-2%	7%	0%	0%	/	7	9%
34	O=c1[nH][nH]c(C(F)(F)F)c1C=NCc1ccc(Cl)cc1	-6%	0%	1%	0%	-4%	-4%	-1%	-1%	-1%	0	-4%
35	Cc1cccc(NC(=O)C(Cc2ccccc2)c2nn[nH]n2)c1C (configuration not stated)	2%	2%	7%	-7%	1%	1%	0%	-11%	/	0	-2%
36	COc1ccc(F)cc1CN1CCN(C(=O)CCC(=O)Nc2nnc(C3CCCCC3)s2)CC1	-5%	-4%	-6%	-8%	-6%	-5%	-1%	-22%	2%	10	1%
37	CCOc1ccc(NC(=O)CCC(=O)NNC(=O)c2ccc(Br)o2)cc1	-2%	-7%	-1%	5%	0%	4%	-2%	4%	-1%	0	-4%
38	CN(Cc1ccccc1)C(=O)c1[nH]cnc1C(=O)NCCCCCNC(=O)OC(C)(C)C	-6%	0%	-21%	/	0%	-5%	-7%	-10%	-10%	11	/
39	CC(=O)Nc1ccc(S(=O)(=O)N2CCN(CCCOc3cc(C)ccc3C)CC2)cc1	-7%	2%[2.3 µM]	?	-13%	-4%	-14%	1%	-61%	-5%	16	-3%
40	Cc1ccc(Nc2c(-c3ccccn3)nc3cccc(C)n23)cc1	9%	-12%	?	?	-17%	-22%	-24%	-71%	24%	6	4.5µM*
41	CC(=O)Oc1ccc(C(=O)O)c(OC(C)=O)c1	3%	2%	-3%	-2%	0%	-1%	-1%	0%	0%	/	-22%
42	O=C(CN1CCC(NC(=O)C2CC2)CC1)Nc1ccccc1[N+](=O)[O-]	9%	-2%	-17%	-10%	2%	-8%	-3%	-21%	-1%	-2	-11%
43	CCOc1cc(C(=O)N/N=C\c2cn(CC)nc2C)cc(OCC)c1OCC	4%	-6%	-11%	?	-4%	-1%	1%	-1%	-8%	-6	?
44	Cc1cc(NC(=O)C(C)C)ncc1NC(=O)c1cccc(F)c1	-1%	-4%	-1%	4%	-1%	1%	1%	-3%	?	-1	5%
45	O=C(CN1CCOCC1)Nc1scc(-c2ccccc2)c1C(=O)N1CCOCC1	-1%	0%	0%	-6%	0%	-1%	-7%	-11%	-20%	8	23%
46	COc1cccc(CNc2nccs2)c1O	0%	?	?	6%	1%	10%	1%	65%	/	-1	-10%
47	COc1ccc(Oc2ccc(/C=C/C(=O)c3ccc(O)cc3)cc2[N+](=O)[O-])cc1	-3%	24µM*	?	?	-1%	-15%	-9%	-90%	-28%	-1	?
